A-T KAP1 phos – candidate therapy for ataxia-telangiectasia. […] A-T fibroblasts, KAP-1 phosphorylation AlphaLISA; neocarzinostatin DNA damage 30 min before lysis. Potency, µM (titrated, usually from 57.5 µM), without a hit: at the top dose activation, hits mostly activators. actives 0.19% (n = 320,000); further: potency means the concentration at half of the fitted maximal effect; % of control where 0% means no effect; nearly all actives have a fitted effect of over 45% in size
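hTERT-immortalized A-T patient fibroblasts ([…]), 500 cells/well in OPTI-MEM, 1% FBS, got compounds for 60 min, then NCS for 30 min at 37C. Lysates were then assayed for phospho-KAP-1 by AlphaLISA (anti-pKAP1 donor, anti-KAP1 acceptor beads), 6 hr at 25C.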
B2AR arrestin – recruits beta-arrestin to the human beta2-adrenergic receptor; beta-arrestin recruitment to beta2AR, cell-based reporter; Potency, µM (highest dose often 46.1 µM), for the others: at the highest dose activation, hits mostly activators; actives 0.02% (n = 330,000); AID 492947;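 further: potency means the concentration at half of the fitted maximal effect; 0% = DMSO controls and full agonism = EC100 isoproterenol or metaproterenol; nearly all actives have a fitted effect of over 65% in size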
Target sequence (P07550 whole entry, looked up): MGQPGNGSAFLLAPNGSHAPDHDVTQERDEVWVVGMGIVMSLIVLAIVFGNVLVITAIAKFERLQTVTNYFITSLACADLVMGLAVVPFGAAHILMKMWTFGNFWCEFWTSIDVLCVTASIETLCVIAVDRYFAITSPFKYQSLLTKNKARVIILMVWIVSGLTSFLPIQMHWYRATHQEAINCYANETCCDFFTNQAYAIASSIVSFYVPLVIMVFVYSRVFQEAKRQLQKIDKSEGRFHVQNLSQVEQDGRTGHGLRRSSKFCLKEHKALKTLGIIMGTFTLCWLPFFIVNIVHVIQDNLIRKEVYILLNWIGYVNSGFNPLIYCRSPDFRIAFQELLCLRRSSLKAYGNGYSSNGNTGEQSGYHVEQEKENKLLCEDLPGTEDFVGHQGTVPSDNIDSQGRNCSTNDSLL
CXXC DNA block – inhibitors of human MLL CXXC domain-DNA interaction. MLL-CXXC / FITC-HOXA9 DNA fluorescence polarization. actives 0.037% (n = 290,000). AID 2662. Potency, µM (series often up to 115 µM), for the others: at the top dose activity change, negative = inhibition, actives largely listed as inhibitors; active means well fitted inhibition curve with a large enough effect in the polarisation, with a control signal flat, not every such curve was filed as active; inconclusive means small, poorly fitted or top-dose-only effect, or effect the other way, or a change in a side signal; inactive means no such curve, though single readings can be large or run the other way; the % refers to the polarisation; further: potency means the concentration at half of the fitted maximal effect
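Fluorescence polarization: 7 uM MLL-CXXC (stock) preincubated 5 min with compounds, then 50 nM fluorescein-HOX-A9 DNA (stock) added; 30 min ambient. Buffer 50 mM Tris-HCl pH 7.5, 50 mM NaCl, 1 mM DTT, 0.05% BSA.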
ELG1 DNA repair – ELG1-dependent DNA repair inhibition | actives 2.3% (n = 330,000) | Potency, µM (series often up to 46.1 µM), for inactives: top-dose activity change, negative = inhibition, usual class: inhibitors | HEK293T ELG1-luciferase reporter, luminescence, 16 h; DNA damage induced by 5-fluorouridine; further: potency means the concentration at half of the fitted maximal effect; on the % scale 0 is the no-effect control and ±100 the full control effect; nearly all actives have a fitted effect of over 55% in size
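Step one: seed 2,000 cells per well. Step two: pin-transfer compound or DMSO alongside 5-fluorouridine. Step three: incubate 16 hr, 37 °C, 5% CO2. Step four: add ONE-Glo, wait 30 min, read luminescence.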
p53 reactivation – restores transcriptional activity of mutant p53; actives 0.063% (n = 320,000); Potency, µM (series often up to 92.2 µM), for inactives: at the highest dose activity change, positive = activation, actives largely listed as activators; H1299 p53-A138V BP100-luciferase reporter, luminescence, 24 h; further: potency means the concentration at half of the fitted maximal effect; % of control where 0% means no effect; nearly all actives have a fitted effect of over 45% in size
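H1299 (p53-null), stable ts p53-A138V + BP100-Luc; 1000 cells/well, Opti-MEM/10% FBS; cpd 4 pt, 1:5; 24 h, 37 deg C, 5% CO2; detection reagent 10 min RT; luminescence.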
a7 integrin act – activates integrin-mediated alleviation for muscular dystrophy | alpha7betagal myoblasts, beta-gal FDG fluorescence, 48 h | Potency, µM (top dose mostly 38.3 µM), inactives show at the top dose activation, hits mostly activators | actives 0.064% (n = 350,000) | AID 624291;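 further: potency means the concentration at half of the fitted maximal effect; 100% = response of the positive control SU9516; nearly all actives have a fitted effect of over 60% in size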
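alpha7betagal+/- myoblasts (passage 13, 250/well) treated 48 h at 37C with compounds at 1:260 dilution of DMSO stock. Lysed, then beta-galactosidase activity read as FDG fluorescence (ex 480/em 540) after 30 min, with pre-read for autofluorescence.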
TRPV1 ag – human TRPV1 agonism. actives 0.19% (n = 320,000). Q8NER1. TRPV1-expressing cells, Fluo-8 calcium influx, agonist mode. AID 540275. activation, % at 8.33 µM; in the data active means activation above about 80%; inconclusive means between about 30% and that limit; further: 0% is about no effect
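Cells expressing TRPV1 were dye-loaded with Fluo-8 and read kinetically: 10 s baseline, 3 min after compound (agonist portion), then 2 min after EC20 capsaicin (allosteric enhancer portion). Calcium-bound dye fluorescence at 480/520 nm.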
TSG101-PTAP inh – blocks PTAP/TSG101 interaction to inhibit HIV-1 budding | Q99816 | Fluorescence polarization, FITC-PTAP peptide / Tsg101 binding | Potency, µM (top dose mostly 115 µM), for inactives: at the top dose activity change, negative = inhibition, hits mostly inhibitors | 340,000 tested, under 10 active | AID 493005; active means well fitted inhibition curve with a large enough effect in the main read-out, with a control signal flat, not every such curve was filed as active; inconclusive means small, poorly fitted or top-dose-only effect, or effect the other way, or a change in a side signal; inactive means no such curve, though single readings can be large or run the other way; further: potency means the concentration at half of the fitted maximal effect; % of control where 0% means no effect
Target sequence (Q99816 whole entry, looked up): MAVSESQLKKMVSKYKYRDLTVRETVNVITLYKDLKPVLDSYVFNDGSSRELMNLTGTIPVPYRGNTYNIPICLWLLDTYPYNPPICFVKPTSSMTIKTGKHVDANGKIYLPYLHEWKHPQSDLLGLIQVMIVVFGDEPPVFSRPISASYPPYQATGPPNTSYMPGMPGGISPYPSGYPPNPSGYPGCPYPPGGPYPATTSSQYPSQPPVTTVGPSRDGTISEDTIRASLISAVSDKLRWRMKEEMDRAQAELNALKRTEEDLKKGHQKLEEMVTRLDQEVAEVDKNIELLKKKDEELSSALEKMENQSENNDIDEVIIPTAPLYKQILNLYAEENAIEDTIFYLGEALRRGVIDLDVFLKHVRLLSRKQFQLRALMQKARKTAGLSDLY
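Fluorescence anisotropy tracks displacement of a FITC-tagged PTAP peptide (50 nM) from the Tsg101 binding domain (10 uM), following a 20 min room-temperature incubation at pH 7.5.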
TCR act – activators of T cell receptors | primary human leukocytes, anti-CD3, IL-2 HTRF, 48 h | 330,000 tested, under 10 active | Potency, µM (series often up to 9.22 µM), inactives show top-dose activation of IL-2 secretion, actives largely listed as activators | AID 504894; further: % of control where 0% means no effect
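48 hr co-incubation of compounds, a-CD3 beads and primary human leukocytes; IL-2 quantified homogeneously by HTRF with anti-IL-2 K and d2 conjugates.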
BRCA1 expr act – activators of BRCA1 expression; AID 624202; MCF7-BRCA1-FFLuc reporter, luminescence, 48 h; response scale: scaled: vehicle 0%, 10 µM genistein 100%; actives 1.1% (n = 380,000); Potency, µM (highest dose often 46.1 µM), without a hit: at the top dose activation, actives largely listed as activators; further: potency means the concentration at half of the fitted maximal effect; nearly all actives have a fitted effect of over 80% in size; some results filed as inactive show a strong effect at the top dose
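First, MCF7-BRCA1-FFLuc cells (2000/well) attach for 2 h; next, compounds are pin-added and incubated 48 h at 37 °C; finally, luciferase reagent is added and luminescence read after 15 min.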
Active calls of the source: *; ? = inconclusive; nt = no result given; [ ] = remark or other dose. Unless noted, the call rests on the fitted dose curve; in most records, active means well fitted curve in the direction sought with a large enough effect; inconclusive means small, poorly fitted or top-dose-only effect, or another doubt; inactive means no such curve, though single readings can be large; an effect the other way counts as inactive or inconclusive.

nr	mol	A-T KAP1 phos	B2AR arrestin	CXXC DNA block	ELG1 DNA repair	p53 reactivation	a7 integrin act	TRPV1 ag	TSG101-PTAP inh	TCR act	BRCA1 expr act
1	CCCc1nnc(SCc2ccc(OCC)cc2)n1N	0%	-0.1%	-2%	4%	3%	-5%	7	-1%	2%	10%
2	COc1ccc(-c2cn3cc(Br)cnc3n2)cc1	4%	0.0%	4%	?	4%	19%	5	0%	3%	77%
3	COc1cc(C)c(C(=O)CSc2nnc(CNC(=O)c3ccco3)n2C)cc1C	5%	-0.2%	3%	11%	-1%	-12%	-1	-3%	8%	-21%
4	Cn1cccc1CC(=O)N/N=C/c1ccco1	-7%	0.0%	5%	6%	-1%	-11%	3	4%	3%	16%
5	CN(Cc1ccco1)C(=O)Cn1cc(S(=O)(=O)N2CCCC2)c(S(=O)(=O)N2CCCC2)c1	1%	-0.1%	-2%	0%	3%	-36%	-2	-4%	-13%	6%
6	COc1ccc(OCC(=O)Nc2ccccc2N2CCN(C)CC2)cc1	-3%	-0.3%	7%	-28%	-5%	?	3	-2%	-13%	-4%
7	COC(=O)c1cc(C)c(C)cc1NC1OC(CO)C(O)C1O (centres undefined)	nt	nt	nt	nt	nt	11%	nt	-7%	2%	19%
8	CCOC(=O)c1sc(CS(=O)(=O)c2ccc(Cl)cc2)nc1C	2%	-0.3%	-8%	16%	3%	13%	14	1%	-6%	-11%
9	Cc1ccc2c(c1)C1CCCC3C1N2CC(=O)N3Cc1ccccc1 (centres undefined)	21%	0.2%	18%	?	1%	nt	5	nt	nt	nt
10	COc1ccc(C2CC(=O)C3=C(C2)Nc2ccccc2N(C(=O)C2CC2)C3c2cccnc2)cc1OC (centres undefined)	nt	nt	-4%	nt	nt	4%	2	-7%	nt	0%
11	CCCc1[nH]nc2c1C(c1ccc(O)cc1OCC)C(C#N)=C(N)O2 (centres undefined)	1%	0.0%	-1%	-2%	-1%	11%[1.53 µM]	1	-9%	-4%	-11%
12	O=S(=O)(c1ccc(-n2cnnn2)cc1)N(C1CCCCC1)C1CCCCC1	11%	0.3%	-9%	0%	5%	2%	nt	-2%	-1%	-43%
13	CC(NC(=O)C(=O)NCCc1c[nH]c2ccccc12)c1ccccc1 (centres undefined)	-14%	-1.0%	17%	0%	1%	0%	?	0%	3%	-2%
14	CN(CCC1CCOCC1)C(=O)C1CCC(=O)N(CCc2cccc(F)c2)C1 (centres undefined)	9%	-0.8%	-7%	3%	11%	-15%	0	1%	5%	-19%
15	COCCn1c(SCC(=O)Nc2ccccc2F)nc2c(c1=O)SCC2	-10%	0.0%	-3%	-17%	-2%	0%	3	-2%	0%	-2%
16	CC1(C)Cc2c(sc(NC(=O)C(=O)N3CCOCC3)c2C#N)CO1	1%	0.0%	3%	2%	1%	-6%	2	-4%	-3%	6%

In a second layout: 8 of the compounds above.
9	Cc1ccc2c(c1)C1CCCC3C1N2CC(=O)N3Cc1ccccc1 (centres undefined)
10	COc1ccc(C2CC(=O)C3=C(C2)Nc2ccccc2N(C(=O)C2CC2)C3c2cccnc2)cc1OC (centres undefined)
11	CCCc1[nH]nc2c1C(c1ccc(O)cc1OCC)C(C#N)=C(N)O2 (centres undefined)
12	O=S(=O)(c1ccc(-n2cnnn2)cc1)N(C1CCCCC1)C1CCCCC1
13	CC(NC(=O)C(=O)NCCc1c[nH]c2ccccc12)c1ccccc1 (centres undefined)
14	CN(CCC1CCOCC1)C(=O)C1CCC(=O)N(CCc2cccc(F)c2)C1 (centres undefined)
15	COCCn1c(SCC(=O)Nc2ccccc2F)nc2c(c1=O)SCC2
16	CC1(C)Cc2c(sc(NC(=O)C(=O)N3CCOCC3)c2C#N)CO1
compound no.	9	10	11	12	13	14	15	16
A-T KAP1 phos	21%	nt	1%	11%	-14%	9%	-10%	1%
B2AR arrestin	0.2%	nt	0.0%	0.3%	-1.0%	-0.8%	0.0%	0.0%
CXXC DNA block	18%	-4%	-1%	-9%	17%	-7%	-3%	3%
ELG1 DNA repair	?	nt	-2%	0%	0%	3%	-17%	2%
p53 reactivation	1%	nt	-1%	5%	1%	11%	-2%	1%
a7 integrin act	nt	4%	11%[1.53 µM]	2%	0%	-15%	0%	-6%
TRPV1 ag	5	2	1	nt	?	0	3	2
TSG101-PTAP inh	nt	-7%	-9%	-2%	0%	1%	-2%	-4%
TCR act	nt	nt	-4%	-1%	3%	5%	0%	-3%
BRCA1 expr act	nt	0%	-11%	-43%	-2%	-19%	-2%	6%

Going on with the list:
nr	mol	A-T KAP1 phos	B2AR arrestin	CXXC DNA block	ELG1 DNA repair	p53 reactivation	a7 integrin act	TRPV1 ag	TSG101-PTAP inh	TCR act	BRCA1 expr act
17	CC(C)(C)c1ccc(S(=O)(=O)N2CCC(N3CCCCC3)CC2)cc1	3%	-0.1%	9%	-2%	-1%	-45%[inhibitor]	1	-2%	0%	-10%
18	COCCNC(=O)C(=O)NCC1OCCN1S(=O)(=O)c1ccc(F)cc1 (centres undefined)	2%	0.4%	-4%	0%	?	0%	0	1%	4%	0%
19	Nc1ccc(N2CCCCC2)c(S(=O)(=O)Nc2ccc(Cl)cc2)c1	2%	-1.1%	2%	-7%	3%	15%	nt	-5%	0%	-7%
20	CCc1ccc(OCC(=O)NC(=S)Nc2ccc(Br)c(C)n2)cc1	-2%	0.0%	4%	-2%	0%	-11%	-2	-5%	4%	-19%
21	C/C(=N/NC(=O)Cc1cccn1C)c1ccccc1	-7%	-0.7%	-1%	-4%	-2%	11%	8	-9%	5%	-1%
22	Cc1cccc(C)c1NC(=O)COC(=O)c1cccnc1	-1%	-0.3%	-3%	17%	7%	-23%	-2	-7%	-3%	-29%
23	CCOc1ccc(CN2CCN(CCCn3cccn3)CC2CCO)cc1 (centres undefined)	5%	-0.3%	-2%	-2%	0%	0%	6	-6%	-4%	7%
24	CCCc1nc(C)c2c(=O)[nH]c(-c3cc(S(=O)(=O)N4CCN(CC)CC4)ccc3OCC)nn12	nt	nt	0%	nt	nt	nt	nt	0%	-1%	11%
25	CCn1cc(C(=O)N[C@@H](CCSC)C(=O)NCCCn2ccnc2)c(=O)c2cc3c(cc21)OCO3	2%	0.0%	12%	10%	3%	2%	0	-2%	3%	-10%
26	CN1CCN(CCCNC(=O)c2ccc(/C=C3/Sc4ccccc4N(Cc4cccc(Cl)c4)C3=O)cc2)CC1	-1%	-0.3%	?	?	3%	-54%[inhibitor]	1	-1%	-3%	-72%
27	COC(=O)C(CC(=O)c1ccc(Cl)cc1)c1ccc(C)cc1 (centres undefined)	6%	0.1%	0%	21%	24%	6%	19	-4%	5%[46.1 µM]	5%
28	CCCN1CCC(NC(=O)C2CCCCC2C(=O)O)CC1 (centres undefined)	5%	-0.4%	19%	3%	4%	-27%	-9	2%	-4%	8%
29	CC[n+]1ccc(C)c2cc(SC(F)(F)F)ccc21	-1%	0.0%	2%	?	1%	26%	3	0%	3%	0%
30	CN(C)S(=O)(=O)c1cccc(C(=O)Nc2ccc(N3CCOCC3)cc2)c1	-4%	0.3%	-2%	19%	-2%	-19%	22	0%	0%	-6%
31	O=C(Nc1cc(C(F)(F)F)ccc1N1CCOCC1)c1cccnc1	9%	-0.2%	-4%	7%	-11%	7%[7.66 µM]	3	-3%	nt	-3%
32	CCOC(=O)/C(=N/Nc1ccccc1)N1CCCc2ccccc21	nt	-1.5%	-3%	-6%	-4%	0%	-19	0%	6%[46.1 µM]	-48%
33	CCNC(=S)Nc1ccc(-c2nc3ccccc3[nH]2)cc1	-3%	-0.1%	16%	?	19%	-34%	0	2%	1%	?
34	COc1ccc(Cc2n[nH]c(=S)n2NC(=O)Nc2ccc(Cl)c(Cl)c2)cc1	11%	0.0%	-17%	12%	2%	?	-2	0%	-7%	3%
35	Nc1n[nH]c(N)c1N=Nc1ccccc1	6%	0.1%	-1%	11%	0%	17%	-3	-4%	2%	52%
36	CCCN(C(=O)COC(=O)c1nc2nc(C)cc(C)n2n1)C1CCS(=O)(=O)C1 (centres undefined)	-4%	-1.0%	nt	6%	28%	-20%	-1	1%	2%	1%
37	Cc1cc(C)n(C2CC(=O)N(c3ccccc3)C2=O)n1 (centres undefined)	3%	-0.2%	-5%	13%	-1%	-10%	1	-11%	5%[46.1 µM]	3%

Compound activity (PubChem)

Compounds were not picked by outcome, and some 3.8% of all compounds hit somewhere here.
